Bioassay records from PubChem.
Integrin act MD – activators of alpha7 integrin expression for muscular dystrophy | alpha7betagal myoblasts, beta-gal FDG fluorescence, 48 h | Potency, µM (series often up to 38.3 µM), inactives show at the top dose activation, hits mostly activators | 350,000 compounds, 0.064% hits | AID 624291; active means well fitted activation curve with a large enough effect; inconclusive means small, poorly fitted or top-dose-only effect; inactive means no such curve, though single readings can be large or run the other way;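 further: 100% = response of the positive control SU9516; nearly all actives have a fitted effect of over 60% in size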
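alpha7betagal+/- myoblasts (passage 13, 250/well) treated 48 h at 37C with compounds at 1:260 dilution of DMSO stock. Lysed, then beta-galactosidase activity read as FDG fluorescence (ex 480/em 540) after 30 min, with pre-read for autofluorescence.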
* hit, by the source's call; u = inconclusive; [ ] = another dose, or the depositor's remark. Potency means the concentration at half of the fitted maximal effect.

SMILES	Integrin act MD
C[C@H](CO)N1C[C@H](C)[C@@H](CN(C)Cc2ccc(C(F)(F)F)cc2)OCc2cnnn2CCCC1=O	-23%
COCCn1c(SCC(=O)N2CCCC2=O)nnc1-c1ccncc1	10%
COc1ccc(Cl)cc1Nc1nc(Cl)nc(NCCO)n1	-6%
O=C(Nc1ccc(S(=O)(=O)N2CCCC2)cc1)C1CC(=O)N(CCc2ccccc2)C1 (centres undefined)	13%
C[C@H](O)[C@@H]1C(=O)N2CCc3ccc(-c4ccccc4)cc3[C@@H]2C[C@@H]1N(C)C(=O)c1cccnc1	4%
CSc1ccccc1C(=O)OCC(=O)NC1CCCCCCC1	-15%
O=C(Nc1cc(C(F)(F)F)ccc1N1CCOCC1)c1cccc(S(=O)(=O)N2CCOCC2)c1	-8%
c1ccc2c(C3OCC4(CCCC4)CO3)cccc2c1	-25%
C[C@H]1CN([C@@H](C)CO)S(=O)(=O)c2ccc(C#CC3(O)CCCC3)cc2O[C@@H]1CN(C)C(=O)Cc1cccnc1	-18%
O=C(NCCc1ccc(Cl)cc1)c1cccc(S(=O)(=O)N2CCCC2)c1	-20%
Cc1ccccc1NC(=O)Cc1nc(COC(=O)Cc2cccc(C(F)(F)F)c2)cs1	-12%
CC(=O)Nc1ccc(C=Cc2ccc([N+](=O)[O-])cc2)cc1	-5%
COC(=O)[C@H]1C[C@H](OC(=O)NCc2ccccc2F)[C@@]2(O)CN(S(=O)(=O)c3ccc(C)cc3)CC2[C@H]1C(=O)OC (some centres undefined)	-6%
C[C@H]1CN([C@@H](C)CO)C(=O)CCCn2cc(nn2)CO[C@@H]1CN(C)C(=O)Nc1ccccc1F	-3%
N#Cc1ccc(OCC(=O)OCC(=O)N2CCc3ccccc32)cc1	9%
COCC(=O)N(C)C[C@H]1Oc2ncc(Br)cc2C(=O)N([C@@H](C)CO)C[C@H]1C	-4%
COC(=O)c1c(-c2ccccc2)[nH]c(-c2nccc3ccccc23)c1C(=O)OC	-6%
CC(C)CC1C(=O)N(Cc2cn(Cc3ccco3)nn2)CCS(=O)(=O)N1Cc1ccc(-c2ccccc2)cc1 (centres undefined)	-57%[inhibitor]
Clc1ccc(-c2nc3ccc(Cl)cn3c2Cc2ccccc2)cc1	-22%
Cc1ccc(C(=O)COC(=O)CN2C(=O)C3CC=CCC3C2=O)cc1C (centres undefined)	-2%

Ordered by value in Integrin act MD (low to high): three from the list above
| SMILES | Integrin act MD |
| --- | --- |
| Clc1ccc(-c2nc3ccc(Cl)cn3c2Cc2ccccc2)cc1 | -22% |
| COc1ccc(Cl)cc1Nc1nc(Cl)nc(NCCO)n1 | -6% |
| Cc1ccc(C(=O)COC(=O)CN2C(=O)C3CC=CCC3C2=O)cc1C (centres undefined) | -2% |

(more compounds)
SMILES	Integrin act MD
Cc1ccc(Cc2c(-c3ccc(F)cc3)nc3ccc(Cl)cn23)cc1	-15%
O=C(Nc1ccc(C(=O)O)cc1)/C(=C\c1ccc([N+](=O)[O-])cc1)NC(=O)c1ccco1	0%
COc1ccc(Cn2c(=O)oc3ccccc32)cc1	21%
CN(CC(=O)Nc1ccc(Cl)cc1)CC(=O)Nc1sc2c(c1C(N)=O)CCC2	0%
COCc1ccc(C(=O)N2CCCC(N(C)CCc3ccccc3)C2)s1 (centres undefined)	-13%
COc1cc(C(=O)N2Cc3cc4ccccc4nc3C2C)cc(OC)c1OC (centres undefined)	26%
O=C(Nc1ccn(CCCNCCc2ccccn2)c(=O)n1)OCc1ccccc1	-21%
Cc1ccc(Cc2c(-c3ccc(F)cc3)nc3cc(C)ccn23)cc1	-7%
Cc1ccc(S(=O)(=O)CCOC(=O)CNC(=O)OCc2ccccc2)cc1	-33%
C[C@H](CO)N1C[C@H](C)[C@H](CN(C)S(=O)(=O)c2cccs2)Oc2ncc(-c3cc4ccccc4o3)cc2C1=O	0%
CCCCCCn1c(=O)n2n(c1=O)C[C@]1(OC(=O)Nc3c(C)noc3C)CN(S(=O)(=O)c3ccc(C)cc3)C[C@]1(O)C2	1%
Cc1n[nH]c(=O)n(N=Cc2cccs2)c1=O	-14%
Cc1ccc(OCc2cc(C(=O)N(C)Cc3cnn(C)c3)no2)cc1C	-11%
C[C@H]1Cn2cnc(C(=O)Nc3cccc(Cl)c3)c2C(=O)N1	11%
Cc1ccc2c(Cl)c(C(=O)NCCCN3CCOCC3)sc2c1	6%
CCn1c(SCC(=O)N2CCC(C)CC2)nc2c([nH]c3ccccc32)c1=O	8%
O=C(NCCCN1CCCC1=O)C(=O)NCC1OCCCN1S(=O)(=O)c1ccccc1 (centres undefined)	-5%
C=CCOc1ccccc1CNn1c(C)n[nH]c1=S	1%
CCOC(=O)C1(c2ccccc2)CCCNC1=O (centres undefined)	-22%
Cc1cn([C@H]2C[C@H](O)[C@@H](CNCc3cc(Cl)ccc3OCc3ccc(Cl)cc3)O2)c(=O)[nH]c1=O	-8%

Six structures already listed, arranged by molar mass, high to low.
SMILES	Integrin act MD
C[C@H](CO)N1C[C@H](C)[C@H](CN(C)S(=O)(=O)c2cccs2)Oc2ncc(-c3cc4ccccc4o3)cc2C1=O	0%
O=C(Nc1ccc(C(=O)O)cc1)/C(=C\c1ccc([N+](=O)[O-])cc1)NC(=O)c1ccco1	0%
Cc1ccc(S(=O)(=O)CCOC(=O)CNC(=O)OCc2ccccc2)cc1	-33%
COc1cc(C(=O)N2Cc3cc4ccccc4nc3C2C)cc(OC)c1OC (centres undefined)	26%
Cc1ccc(OCc2cc(C(=O)N(C)Cc3cnn(C)c3)no2)cc1C	-11%
C[C@H]1Cn2cnc(C(=O)Nc3cccc(Cl)c3)c2C(=O)N1	11%

The results go on.
SMILES	Integrin act MD
O=C1C=CC(n2cc(F)c(=O)[nH]c2=O)O1 (centres undefined)	-40%
Cn1c(=O)oc2cc(S(=O)(=O)Nc3ccc(C(=O)O)cc3)ccc21	5%
NC(=S)c1ccc(OCCCc2ccccc2)cc1	9%
Cc1ccc(S(=O)(=O)Nc2ccc3c(c2)C(=O)N([C@H](C)CO)C[C@H](C)[C@@H](CN(C)C(=O)NC2CCCCC2)OCCCC[C@@H](C)O3)cc1	-10%
CC1=C(C(=O)N(C)C)CC(CC(=O)NC(c2ccccc2)c2ccccc2)C(=O)N1Cc1ccccc1 (centres undefined)	-8%
C[C@@H]1CCCCO[C@@H](CN(C)Cc2ccc(C(F)(F)F)cc2)[C@@H](C)CN([C@H](C)CO)C(=O)c2cc(N(C)C)ccc2O1	-24%
CCN1C(=O)[C@H]2[C@@H](c3ccc(C(F)(F)F)cc3)N[C@]3(CCCN(CC4CCCCC4)C3=O)[C@H]2C1=O	-11%
COc1cc(C2c3cc4c(cc3C3OC(=O)C2C3CO)OCO4)cc(OC)c1OC (centres undefined)	0%
CCc1ccc(CCC(=O)N2CCN(S(=O)(=O)c3ccc(Br)cc3)CC2)cc1	-7%
Cc1ccc(C)c(NS(=O)(=O)c2ccc(-n3cccn3)cc2)c1	5%
O=C(CCCN1C(=O)/C(=C/c2ccc(F)cc2)SC1=S)Nc1ccc(C(=O)O)cc1	20%
CCN(CC)C(=O)C1=C(C)N(Cc2ccc(OC)cc2)C(=O)C(CC(=O)NCc2ccco2)C1 (centres undefined)	13%
CCn1c(SCC(=O)N2CCCC2=O)nc2ccccc21	1%
OCC[C@@H]1C[C@H](O)[C@@H](O)[C@@]2(OCc3cc(Cl)ccc32)O1	5%
O=C1CC(=O)OC(c2ccc([N+](=O)[O-])cc2)O1	-66%[inhibitor]
CCCC1NC(=O)c2cccnc2-n2c1nc1ccc(Cl)cc1c2=O (centres undefined)	-18%
Cc1ccc([C@H]2C[C@H](O)[C@@H](n3cc(C4CC4)nn3)CN2C(=O)C2CCCCC2)cc1	-9%
COc1ccc(NC(=O)c2cccc(S(=O)(=O)N3CCc4ccccc43)c2)c(OC)c1	16%
COC(=O)[C@H]1C[C@@]2(O)CN(S(=O)(=O)c3ccc(C)cc3)C[C@@]2(OC(=O)NCc2ccco2)C[C@H]1C(=O)OC	10%
N#Cc1cnn(-c2ccc([N+](=O)[O-])cc2[N+](=O)[O-])c1N	0%
Cc1nc(NC(=O)c2ccccc2)sc1-c1cc(C(=O)O)nn1Cc1ccccc1	7%
CC(C)C1C(=O)N(Cc2cn(CC3CCCCC3)nn2)CCS(=O)(=O)N1Cc1ccc(-c2ccc(Cl)cc2)cc1 (centres undefined)	-58%[inhibitor]
CC(C)CC1C(=O)N(Cc2cn(CCC3OCCO3)nn2)CCS(=O)(=O)N1Cc1ccc(-c2ccccc2)cc1 (centres undefined)	-10%
CC(=O)OCCN1c2ccccc2Sc2cnccc21	8%
CCCCN1C(=O)C(CC(=O)NCC2CCCCC2)CC(C(=O)N(C(C)C)C(C)C)=C1C (centres undefined)	-27%
Cc1cccc(-n2cnc3cc(C(=O)NCCN4CCOCC4)ccc32)c1	-1%
COc1ccc2c(c1)Cc1cc(NC(=O)c3ccccc3-c3ccccc3C(=O)O)ccc1-2	-5%
N#CCN(C(=O)CSc1nnc(C2CC2)n1C1CC1)c1ccccc1	21%
CC(C)NC(=O)N(C)C[C@@H]1Oc2ncc(-c3cccc(C#N)c3)cc2C(=O)N([C@H](C)CO)C[C@@H]1C	-14%
COC(=O)[C@H]1C[C@@]2(O)CN(S(=O)(=O)c3ccc(C)cc3)C[C@@]2(OC(=O)NCc2ccccc2F)C[C@H]1C(=O)OC	-14%
C[C@@H]1CN([C@@H](C)CO)C(=O)CCCn2nncc2CO[C@H]1CN(C)S(C)(=O)=O	26%
COC(=O)C(CCC(=O)CN1C(=O)c2ccccc2C1=O)N1C(=O)c2ccccc2C1=O (centres undefined)	-4%
COCOCCn1cc(CN2CCS(=O)(=O)N(Cc3ccc(-c4cccc(N(C)C)c4)cc3)C(C(C)C)C2=O)nn1 (centres undefined)	-13%
COc1cc(OC)c(C(=O)c2ccccc2[N+](=O)[O-])c(OC)c1	-8%
COc1ccc(-n2c(COc3ccc(Cl)cc3Cl)n[nH]c2=S)cc1	-14%
Cc1ccc(OCCC(=O)OCC(=O)NCCNC(=O)COC(=O)CCOc2ccc(C)cc2)cc1	-9%
CC(C)COC(=O)N(C)C[C@@H]1OCc2cnnn2CCCC(=O)N([C@H](C)CO)C[C@@H]1C	2%
CC(=O)Oc1ccc(OC(C)=O)c2c1CC1(C)OC1(C)C2 (centres undefined)	-18%
COc1ccc(C#Cc2ccc3c(c2)O[C@H](CN(C)C(C)=O)[C@H](C)CN([C@@H](C)CO)S3(=O)=O)cc1	2%
C#Cc1cc(N2CCN(C(=O)c3ccoc3)CC2)n2nc(-c3cccc(Cl)c3)cc2n1	-67%[inhibitor]

Random excerpt: 5 compounds from above, in no set order.
SMILES	Integrin act MD
COc1ccc(-n2c(COc3ccc(Cl)cc3Cl)n[nH]c2=S)cc1	-14%
CC(C)COC(=O)N(C)C[C@@H]1OCc2cnnn2CCCC(=O)N([C@H](C)CO)C[C@@H]1C	2%
Cc1cccc(-n2cnc3cc(C(=O)NCCN4CCOCC4)ccc32)c1	-1%
CC(=O)Oc1ccc(OC(C)=O)c2c1CC1(C)OC1(C)C2 (centres undefined)	-18%
CC(C)C1C(=O)N(Cc2cn(CC3CCCCC3)nn2)CCS(=O)(=O)N1Cc1ccc(-c2ccc(Cl)cc2)cc1 (centres undefined)	-58%[inhibitor]

Additional compounds.
SMILES	Integrin act MD
CCOC(=O)c1cc(-c2sc(NC(=O)c3ccccc3)nc2C)n(CCO)n1	-15%
CC1=C(C(=O)N(C)C)CC(CC(=O)NC2CCCCC2)C(=O)N1Cc1ccc(C(C)(C)C)cc1 (centres undefined)	-19%
C[C@@H]1CCCCO[C@H](CN(C)C(=O)c2ccccc2)[C@@H](C)CN([C@H](C)CO)C(=O)c2cc(NC(=O)c3ccncc3)ccc2O1	-1%
CN(CCC#N)c1ccc(C=C(C#N)c2ccc(Br)cc2)cc1	-16%
O=C(NCc1cccnc1)C(=O)NCC1OCCCN1S(=O)(=O)c1cc(F)ccc1F (centres undefined)	5%
Cc1ccc(S(=O)(=O)N2CCCCC2)cc1NC(=O)CCNC(=O)c1ccccc1Cl	-5%
COc1ccc(NC(=O)N(C)[C@H]2C[C@H]3c4[nH]c5ccc(-c6cccc(C)c6)cc5c4CCN3C[C@H]2[C@H](C)O)cc1	-61%[inhibitor]
Cc1ccc2nc3n(c(=O)c2c1)-c1cc2ccccc2cc1C(=O)NC3CC(C)C (centres undefined)	3%
N#CC(c1cccc([N+](=O)[O-])c1)C(CC(=O)c1ccccc1)c1ccccc1 (centres undefined)	8%
COc1ccc(CN(C)C[C@@H]2OCCCC[C@H](C)Oc3ccc(NC(=O)Cc4ccccc4)cc3C(=O)N([C@@H](C)CO)C[C@@H]2C)cc1	9%
CCOC(=O)c1ccccc1NC(=O)COC(=O)C(CC)Oc1ccccc1 (centres undefined)	3%
Cc1ccc(S(=O)(=O)NC(C)C(=O)OCC(=O)Nc2sccc2C(N)=O)cc1 (centres undefined)	-3%
COC(=O)[C@H]1C[C@@]2(O)CN(S(=O)(=O)c3ccc(C)cc3)C[C@@]2(OC(=O)NCC2CCCCC2)C[C@H]1C(=O)OC	13%
CCOc1ccccc1NC(=O)COC(=O)C1COc2ccccc2O1 (centres undefined)	-3%
O=C1Nc2cc(C(=O)N3CCOCC3)ccc2S/C1=C/c1ccccc1F	-2%
CC1(C)CC(=O)C=C(c2n[nH]nc2C2CC2)C1	13%
COc1cc(C(=O)NCCNc2nc3c(C)cccc3cc2C#N)cc(OC)c1OC	-6%
O=C(CCc1nc2sc3c(c2c(=O)[nH]1)CCCC3)NCCc1ccc(Cl)cc1	11%
C[C@H]1CN([C@@H](C)CO)C(=O)CCCn2cc(nn2)CO[C@@H]1CN(C)S(=O)(=O)c1cccs1	6%
CC(C)Cc1nnc(NS(=O)(=O)c2ccccc2)s1	-3%
COc1ccc(-c2cc3nc(C)cc(N4CCN(C(=O)c5cccnc5)CC4)n3n2)cc1	u

A portion of the library; rates above refer to the full screens.
